Screening results (PubChem)
Hsp90 Hop PPI: qHTS Assay for Disrupters of an Hsp90 Co-Chaperone Interaction; AlphaScreen TPR2A-His6 binding biotin-Hsp90 C-terminal peptide; Potency, µM (doses to about 57 µM), for inactives: at the top dose activity change, negative = inhibition; actives 0.44% (n = 71,000); active = well fitted curve in either direction with a large enough effect; inconclusive = small, poorly fitted or top-dose-only effect, or another doubt; also: potency is read from the fitted curve at half-maximal effect; % is scaled to controls: 0 for no effect and ±100 for the full control effect; many of its hits are not listed in these tables
Texas Red fluor: qHTS Assay for Spectroscopic Profiling in Texas Red Spectral Region; Compound fluorescence, Texas Red channel, 547/618 nm; active compounds read high; max dye-equivalent concentration, M; actives 0.06% (n = 59,000); AID 587, 2007; in the data active = max dye-equivalent concentration above about 10 nM; inconclusive = between about 1.1 nM and that limit
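Pin-transferred compounds and Texas Red standards go into 100 mM Tris buffer, pH 8.0. After 15 min at room temperature, plates are imaged with 547/618 nm filters. Each value is a dye-equivalent concentration derived from the per-plate dye curve.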
A350 autofl: qHTS Assay for Spectroscopic Profiling in A350 Spectral Region; Compound autofluorescence, 340/450 nm, Alexa 350 dye-equivalents; active compounds read high; max dye-equivalent concentration, M; actives 11% (n = 59,000); AID 590, 2007; in the data active = max dye-equivalent concentration above about 10 nM; inconclusive = mostly about 1.1 nM to 9.6 nM
Fluorescein autfl: qHTS Assay for Spectroscopic Profiling in Fluorescein Spectral Region. Compound autofluorescence, 480/540 nm, fluorescein-equivalent; active compounds read high. max fluorescein-equivalent concentration, M. actives 0.91% (n = 59,000). AID 593, 2007; in the data active = max fluorescein-equivalent concentration above about 10 nM; inconclusive = between about 1.1 nM and that limit
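Fluorescein stocks ranging 3 mM down to 300 nM, plus DMSO blanks, were pinned alongside compounds to build a per-plate standard curve. Buffer: 100 mM Tris, pH 8.0. Incubation 15 min, room temperature; filters 480/540 nm.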
4MU fluor: qHTS Assay for Spectroscopic Profiling in 4-MU Spectral Region; AID 589, 2007; actives 11% (n = 59,000); max dye-equivalent concentration, M; compound autofluorescence, 340/450 nm, 4-MU equivalents; active compounds read high; in the data active = max dye-equivalent concentration above about 10 nM; inconclusive = mostly about 1.1 nM to 9.6 nM
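Compounds in 100 mM Tris, pH 8.0, sat 15 min at room temperature before fluorescence was read at 340 nm excitation/450 nm emission; a per-plate six-point 4-MU standard curve converted signals to dye-equivalent concentration at each compound concentration.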
Ub-GFP proteasome: Ubiquitin-GFP Assay; Ubiquitin-GFP reporter cells, proteasome inhibition, GFP fluorescence; response scale: untreated = 0%, 10 µM MG-132 = 100%; Potency, µM (doses to about 45.9 µM), inactives show at the top dose activation (GFP accumulation), most hits filed as activators; 67,000 tested, under 10 active; active = well fitted activation curve with a large enough effect, not every such curve was filed as active; inconclusive = small, poorly fitted or top-dose-only effect, or another doubt; inactive = no such curve, though single readings can be large or run the other way; also: potency is read from the fitted curve at half-maximal effect
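Reporter cells (U2OS, ubiquitin-G76V-GFP fusion) are plated overnight, then treated 4 hr at 37 °C with compound titrations from 46 uM down to 2.9 nM. Activity is scaled against untreated cells and 10 uM MG-132.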
CRE Fsk mod: Cell signaling CRE-BLA (Fsk stim). CHO CRE-bla reporter (cAMP response element driving beta-lactamase), forskolin EC10, beta-lactamase ratio. Potency, µM (highest dose often 38.2 µM), for inactives: top-dose activity change, negative = inhibition, actives largely listed as activators. actives 2.5% (n = 71,000). AID 662, 2007; active = well fitted activation curve with a large enough effect in the signal ratio, with a control signal flat, not every such curve was filed as active; inconclusive = small, poorly fitted or top-dose-only effect, or effect the other way, or a change in a side signal; the % refers to the signal ratio; also: potency is read from the fitted curve at half-maximal effect; % of control where 0% means no effect
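Modulation of forskolin signalling: compounds in titration series added with EC10 NKH 477 to CHO cells carrying a CRE-driven beta-lactamase reporter, 3 h, 37C. CCF4 FRET ratio (460/530 nm, ex 405 nm) gives %activity and AC50.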
HBB splice mod: qHTS Assay for Modulators of Hemoglobin Beta Chain Splicing. HBB splicing reporter cell assay, activation; EGFP reporter with mutant IVS2-654 intron; response scale: normalised to 500 nM splice-correcting PNA. Potency, µM (doses to about 46.1 µM), for the others: at the top dose activation, usual class: activators. actives 0.06% (n = 65,000). AID 925, 2007; also: potency is read from the fitted curve at half-maximal effect; 0% is about no effect
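HeLa cells stably expressing EGFP interrupted by mutant beta-globin intron 2 (IVS2-654), 500/well in 2% FCS. Treated with compound for 2 days at 37C. Splicing correction scored as total well GFP intensity (488 nm excitation, 500-520 nm emission); 500 nM antisense PNA served as control.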
ERK AVP block: qHTS Assay for Inhibitors of the ERK Signaling Pathway using a Homogeneous Screening Assay; actives 0.99% (n = 72,000); HEK293-V1b, vasopressin-stimulated pERK AlphaScreen; Potency, µM (titrated, usually from 57.5 µM), without a hit: top-dose activity, negative = inhibition, most hits filed as inhibitors; also: potency is read from the fitted curve at half-maximal effect; % is scaled to controls: 0 for no effect and ±100 for the full control effect; nearly all actives have a fitted effect of over 55% in size
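qHTS, compounds titrated on V1b-expressing HEK293 cells. Preincubation 30 min at 37C, vasopressin 25 nM for 5 min, lysis 10 min, bead incubation 5 hr at room temperature.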
GFP derepression: qHTS Assay for Epigenetic Modulators; actives 0.09% (n = 68,000); mouse C127i GFP locus derepression, cytometry, 30 h; Potency, µM (titrated, usually from 46.1 µM), inactives show top-dose GFP derepression (activation); also: % of control where 0% means no effect
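Murine C127i mammary cells carrying a silenced, stably integrated CMV-driven GFP reporter were treated with compound for 30 hours at 37 C. After PBS washes, GFP-positive cells were counted by laser-scanning microplate cytometry.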
FLuc inh: qHTS Assay for Inhibitors of Firefly Luciferase. purified firefly luciferase, luminescence, 8 min. Luciferin 4-monooxygenase (Photinus pyralis), P08659. AID 411, 2009. Potency, µM (titrated, usually from 57.1 µM), without a hit: at the highest dose activity change, negative = inhibition, usual class: inhibitors. actives 2.2% (n = 72,000); also: potency is read from the fitted curve at half-maximal effect; % is scaled to controls: 0 for no effect and ±100 for the full control effect; nearly all actives have a fitted effect of over 40% in size
Target sequence (P08659 whole entry, looked up): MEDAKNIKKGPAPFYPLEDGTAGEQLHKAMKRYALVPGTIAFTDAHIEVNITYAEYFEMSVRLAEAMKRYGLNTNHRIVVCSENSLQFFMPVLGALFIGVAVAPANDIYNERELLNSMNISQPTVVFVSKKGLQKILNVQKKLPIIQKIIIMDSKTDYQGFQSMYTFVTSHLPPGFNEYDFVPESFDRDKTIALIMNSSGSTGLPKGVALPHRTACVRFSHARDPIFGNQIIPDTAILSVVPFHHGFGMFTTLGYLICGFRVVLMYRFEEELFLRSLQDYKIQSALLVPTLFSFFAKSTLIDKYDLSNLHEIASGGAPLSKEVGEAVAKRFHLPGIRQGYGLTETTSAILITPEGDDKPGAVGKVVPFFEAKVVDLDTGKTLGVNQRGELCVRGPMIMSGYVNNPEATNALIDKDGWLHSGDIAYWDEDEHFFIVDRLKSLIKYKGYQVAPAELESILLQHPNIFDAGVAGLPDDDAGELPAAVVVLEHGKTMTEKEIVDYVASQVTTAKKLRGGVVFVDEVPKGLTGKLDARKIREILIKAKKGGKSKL
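Firefly luciferase (PKLight detection mix) with 10 uM ATP in pH 7.2 imidazole buffer (KCl, MgCl2, Tween 20, BSA). Compounds tested across a concentration series (qHTS). Luminescence read after 8 min at ambient temperature.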
An asterisk follows results filed as active; i = inactive; ? = inconclusive; · = no result given; [ ] = remark or other dose. Unless noted, calls follow the shape of the dose curve; as a rule, active = well fitted curve in the direction sought with a large enough effect; inconclusive = small, poorly fitted or top-dose-only effect, or another doubt; inactive = no such curve, though single readings can be large; an effect the other way counts as inactive or inconclusive. This is a subset; rates above refer to the full screens.

SMILES	Hsp90 Hop PPI	Texas Red fluor	A350 autofl	Fluorescein autfl	4MU fluor	Ub-GFP proteasome	CRE Fsk mod	HBB splice mod	ERK AVP block	GFP derepression	FLuc inh
Nc1nonc1NC(=O)CSc1ncccc1C(=O)O	-2.2%	i	i	i	i	5.0%	-1.6%	-1.7%	-5.5%	0.0%	2.1%
Cn1c(=O)c2c(nc(CN3CCCCC3)n2CCCc2ccccc2)n(C)c1=O	58.9%	i	i	i	i	-2.0%	-2.3%	2.0%[57.5 µM]	21.5%	-1.1%	2.5%
CC(C)Oc1cccc(C(=O)Nc2ccc(N3CCN(S(C)(=O)=O)CC3)cc2)c1	1.9%	i	i	i	i	-2.5%	-2.4%	·	0.7%	0.0%	2.9%
O=C(OC(C(=O)NCc1cccs1)c1ccc(F)cc1)c1ccco1 (stereo unspecified)	-2.2%	?	i	i	i	4.9%	-12.1%	0.6%	11.5%	1.2%	1.9%
COc1ccccc1OCc1nnc(SCCN2CCOCC2)o1	-1.1%	i	i	?	i	0.0%	3.3%	·	-16.3%	-1.9%	-0.8%
COc1ccccc1C(=O)Nc1cccc(-c2cn3ccsc3n2)c1	-16.8%	?	?	i	i	5.4%	3.16µM*	-0.6%	-21.0%	2.0%	12.6µM*
COc1ccccc1C(=O)Nc1ccc2oc(-c3ccc(F)cc3)nc2c1	-1.7%	·	·	·	·	-3.3%	?	0.8%	-28.8%	-1.8%	0.3%
O=C(CSc1nnc(COc2ccccc2Cl)o1)NC(=O)NC1CCCC1	-2.2%	i	i	i	i	0.1%	-2.9%	-0.3%[57.5 µM]	20µM*	0.0%	-2.9%
CN(Cc1ccccc1)C(=O)CSc1nnc(-c2ccco2)n1-c1ccccc1	?	i	i	i	i	0.7%	2.3%	0.4%	-21.9%	-2.3%	0.1%
O=C(NCC12CC3CC(CC(C3)C1)C2)c1nc2ncccn2n1	-7.2%	i	i	i	i	0.0%	13.7%	0.8%	-0.9%	2.0%	1.5%
COCCn1nnnc1C(c1cccs1)N1CCN(c2cc(C)ccc2C)CC1 (stereo unspecified)	5.2%	i	i	i	i	4.7%	19.4%	-0.2%[57.5 µM]	0.0%	-0.3%	-1.3%
CCOC(=O)N1CCN(C(=O)CS(=O)Cc2nc(-c3ccc(C)cc3)oc2C)CC1 (stereo unspecified)	-6.2%[2.3 µM]	·	·	·	·	0.0%	4.6%	-0.8%	13.2%	·	0.9%
O=S(=O)(c1ccc(Oc2ccc(-c3nnco3)cc2)nc1)N1CCC(Cc2ccccc2)CC1	0.4%	i	i	i	i	1.1%	-7.9%	-0.3%[57.5 µM]	7.5%	0.3%	1.2%
CC(C)CN(CC(C)C)S(=O)(=O)N1CCC(C(=O)NC2CCCCCCC2)CC1	1.3%	i	i	i	i	7.0%	5.1%	-0.8%	11.5%	-0.4%	0.3%
COC(=O)c1sccc1NC(=O)c1c(C)noc1C	4.0%	i	2.63e-07M*	i	2.4e-07M*	-0.9%	10.4%	-0.9%	-21.9%	1.6%	2.3%
Cc1nnc(SCC(=O)Nc2ccc3c(c2)OCCO3)s1	-4.7%	?	i	i	i	-6.7%	-5.9%	2.3%	-8.0%	-2.1%	-10.0%
Cc1ccc2cc(CCNC(=O)c3ccco3)c(=O)[nH]c2c1	-8.1%	?	?	i	i	4.9%	-6.1%	0.4%	13.7%	5.7%	-7.8%
Cc1cc(N2CCOCC2)nc2ccc(NC(=O)C3CCC(C)CC3)cc12 (stereo unspecified)	3.8%	i	2.19e-07M*	i	2.4e-07M*	-11.0%	11.6%	-1.3%	-0.4%	0.0%	-1.8%
O=S(=O)(Nc1cccc(-c2cn3ccsc3n2)c1)c1ccc(F)cc1	-7.3%	i	i	i	i	-0.1%	20.5%	-0.5%[57.5 µM]	20µM*	1.9%	-7.4%
C=Cn1c(N2CCOCC2)nc2c1c(=O)[nH]c(=O)n2C	-0.4%	i	i	i	i	-3.6%	?	-0.5%[1.84 µM]	-1.6%	-2.0%	-2.7%
CCCN1CCN(c2nc3c([nH]2)c(=N)ncn3CC(O)CO)CC1 (stereo unspecified)	-4.4%	i	i	?	i	·	7.4%	6.0%[0.369 µM]	1.7%	1.6%	-1.2%
CN(C(=O)C1CCOC1)c1nnc(-c2ccccn2)s1 (stereo unspecified)	-14.7%	i	i	i	i	5.5%	12.1%	·	-13.6%	-0.5%	-8.0%
CCOC(=O)c1c(CN2CCCCC2)n(C)c2ccc(OC)c(S(=O)(=O)c3ccccc3)c12	0.2%	i	i	i	i	0.5%	-4.7%	10.5%[0.369 µM]	-9.1%	2.7%	0.7%
Cn1cccc1C(=O)N1CCC2(CCCN(c3ncccn3)C2)CC1	0.4%	i	i	i	i	-11.1%	-4.8%	0.8%	-7.9%	-2.2%[9.22 µM]	2.1%[11.4 µM]
O=C(Nc1cnn(C23CC4CC(CC(C4)C2)C3)c1)c1cc(-c2ccccc2)on1	0.7%	i	i	i	i	6.7%	1.2%	0.1%	-2.2%	4.3%	2.4%
Other entries:
SMILES	Hsp90 Hop PPI	Texas Red fluor	A350 autofl	Fluorescein autfl	4MU fluor	Ub-GFP proteasome	CRE Fsk mod	HBB splice mod	ERK AVP block	GFP derepression	FLuc inh
COCCNC(=O)C(c1ccc(F)cc1)N(CC1CCCO1)C(=O)CCC(=O)Nc1ccccn1 (stereo unspecified)	-4.0%	?	i	?	i	-1.7%	?	-3.7%	-10.2%	0.0%	0.5%
COc1ccc(C2CC(=O)c3sc(N)nc3C2)cc1 (stereo unspecified)	·	i	i	?	i	·	·	·	·	3.8%[20.6 µM]	-1.2%[25.5 µM]
CCCCCC(=O)Nc1ccc2oc(-c3cncc(Br)c3)nc2c1	-3.0%	i	2.22e-08M*	i	2.34e-08M*	-0.1%	-3.6%	0.0%	-3.7%	2.6%	3.8%
C=CCn1c(COc2ccccc2)nnc1SCC(=O)C(C)(C)C	-0.2%	i	i	i	i	-3.6%	25.2%	-0.3%[1.84 µM]	-4.2%	2.0%	0.7%
Clc1ccc(-c2nnc3sc(Cc4cccs4)nn23)cc1	·	i	i	?	i	·	·	·	·	-2.3%[20.6 µM]	-2.1%[25.5 µM]
O=C(c1ccc2c(c1)OCO2)N1CCCN(C(=O)c2ccc3c(c2)OCO3)CC1	-2.9%[11 µM]	·	·	·	·	-7.5%[9.17 µM]	-3.2%[7.6 µM]	-1.9%[0.0738 µM]	-2.8%	0.0%	-6.1%
O=C(NCc1cccs1)C1CCCN1S(=O)(=O)c1ccccc1F (stereo unspecified)	-2.4%	i	?	?	?	-1.7%	-7.5%	-1.2%	4.4%	-0.4%	2.3%
O=C(O)C1NCCc2ccccc21 (stereo unspecified)	-0.1%	i	i	i	i	-2.3%	-7.0%	0.1%[57.5 µM]	0.9%	-1.0%	3.4%
Cc1cc(C(=O)CSc2nc3ccccc3o2)c(C)n1C1CC1	?	i	i	i	i	1.5%	-9.5%	-0.1%[57.5 µM]	15.0%	1.0%	-9.2%
Cn1c(CN2CCOCC2)nc2cc(NC(=O)c3ccccc3Cl)ccc21	-0.2%	i	i	i	i	-3.8%	8.7%	-0.2%	?	0.0%	-2.8%
O=S(=O)(c1ccccc1)N1CCC[C@@]2(CCN(Cc3nccs3)C2)C1	-8.1%	i	i	i	i	0.0%	-3.4%	-1.2%	-22.9%	0.0%[9.22 µM]	0.9%[11.4 µM]
COc1ccc(C/C(O)=C(\C#N)c2nc3ccccc3[nH]2)cc1OC	-5.7%	·	·	·	·	-5.0%	?	-0.6%	-11.8%	1.8%	2.7%
CNC(=O)NC(=O)CSc1ncc(C(F)(F)F)cc1Cl	-0.9%	?	i	i	i	1.7%	-8.3%	-0.1%	3.8%	0.0%	5.1%
CCCCC(c1nnnn1CC1CCCO1)N1CCN(c2cc(Cl)ccc2C)CC1 (stereo unspecified)	26.8%	i	?	?	?	-0.5%	-10.3%	·	-1.4%	3.8%	0.6%
CCn1nnnc1SCC(=O)NCc1ccco1	1.1%	i	i	i	i	5.4%	-4.9%	-0.2%[57.5 µM]	-12.9%	7.5%	1.8%
CCCOc1ccc(CSc2ncn[nH]2)cc1	-1.6%	i	i	?	i	-7.4%	22.0%	-0.2%	?	0.0%	-12.7%
Cc1nnc(N2C(=O)C(O)=C(C(=O)c3ccco3)C2c2ccc(F)cc2)s1 (stereo unspecified)	-4.4%[2.3 µM]	·	·	·	·	-2.9%	-1.7%	2.1%	22.1%	·	2.9%
